High-throughput results deposited in PubChem BioAssay by National Center for Advancing Translational Sciences (NCATS).
Lipid storage S3 – qHTS Assay for Lipid Storage Modulators in Drosophila S3 Cells; Drosophila S3 cells, BODIPY lipid droplet fluorescence, 18-24 h; cells fed with added oleic acid; actives 0.64% (n = 320,000); Potency in µM for hits, for the others lipid storage change, negative = inhibition, % at the top dose, mostly 46.1 µM; active means well fitted inhibition curve with a large enough effect in the signal ratio, with a control signal flat, not every such curve was filed as active; inconclusive means small, poorly fitted or top-dose-only effect, or effect the other way, or a change in a side signal; the % refers to the signal ratio
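Laser-scanning cytometry quantifies lipid droplet accumulation (500–530 nm total intensity; droplet/cell object ratio) in oleic acid-fed (400 uM added) Drosophila S3 cells treated with a concentration series. 20 uM Triacsin C defined 100% inhibition.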
Lipid storage S3 cell count max – also measured in Lipid storage S3; calls as there; cell number change, %; measured here: cell count max response;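 cells counted by Cell Tracker Red CMTPX staining in the red channel; peak over a dose series mostly up to 46.1 µM; percent activity relative to internal control wells on each plate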
The depositor's hits bear a star; i = inactive; ? = inconclusive; / = not tested or not shown; [ ] = dose if it differs, or a comment. On the % scale 0 is the no-effect control and ±100 the full control effect; potency means the concentration at half of the fitted maximal effect. This is a subset (hit frequency here may not be typical).

SMILES	Lipid storage S3	Lipid storage S3 cell count max
CCOC(=O)C1=C(O)C(=O)N(Cc2cccnc2)C1c1ccc(C)cc1 (configuration not stated)	?	/
CCOCCCNC(=O)c1ccc(NC(=O)C2CCCO2)cc1 (configuration not stated)	6%	21
O=C(CNS(=O)(=O)c1ccc(Br)cc1)NCc1ccncc1	?	/
COCCCNC(=O)C1CCC(CNS(=O)(=O)c2ccc(C)cc2)CC1 (configuration not stated)	?	/
O=C(NCCN1CCN(c2ccc([N+](=O)[O-])cc2)CC1)NCc1ccccc1	i	-24
Cc1ccc(CNC(=O)C(=O)NCCC2=CCCCC2)cc1	26%	-19
Cc1ccc(-n2ncc(-c3nn[nH]n3)c2N)cc1	16%	3
Cc1cccc(Cn2c(CN3CCN(Cc4ccccc4)CC3)nc3c2c(=O)[nH]c(=O)n3C)c1	i	/
O=C(C[C@H]1C(=O)N(C2CCCCC2)C[C@@H]1Cc1ccccc1)Nc1ccccc1	?	/
Cc1cccc2cc(COC(=O)C3CCCCC3)c(=O)[nH]c12	22%	11
CCN(CC)CCCNC(=S)N(Cc1cccs1)Cc1cc2cc3c(cc2[nH]c1=O)OCCO3	-1%	-4
CCCCNC(=O)NC1(C(F)(F)F)Oc2ccccc2O1	i	/
CCOc1ccc(/C=N\NC(=O)CC(=O)NCCc2ccccc2)cc1	?	/
CC(C)(C)c1ccc(C(=O)Nc2ccc(C=C(C#N)C#N)cc2)cc1	?	/
O=C(CN1C(=O)/C(=C/c2cccc(Br)c2)SC1=S)Nc1cccnc1	1%	4
O=C(NNC(=O)C1CCCO1)c1ccc(Br)cc1 (configuration not stated)	-24%	3
CCN(CC)S(=O)(=O)c1ccc(-c2nnc(SCC(=O)Nc3ccc(OC)c(OC)c3)o2)cc1	i	/
Cc1c(C(=O)N(Cc2ccc(N(C)C)cc2)C2CCS(=O)(=O)C2)oc2ccccc12 (configuration not stated)	17%	18
Cc1nnc(SCc2cc([N+](=O)[O-])cc3c2OCOC3)n(N)c1=O	?	/
COc1ccc(-c2noc3c2-c2nc(-c4ccccc4F)sc2CC3)cc1	?	/
Oc1ccc(-c2nnc(Nc3cccc(O)c3)c3ccccc23)cc1	-7%	-5
Cc1ccc2nc(SCC(=O)N3CC(C)OC(C)C3)nc(=O)n2c1 (configuration not stated)	?	/
COc1ccccc1C(=O)NNC(=O)c1ccc(F)cc1	?	/
CCC(C(=O)Nc1cc(C)on1)c1ccccc1 (configuration not stated)	?	/
Cc1nn2c(nc1=O)SCC(c1ccccc1)=N2	7%	4
NC(=O)CC(NC(=O)c1ccccc1)c1ccc(NCc2ccccn2)c([N+](=O)[O-])c1 (configuration not stated)	?	/
Cc1ccc(/C=N\NC(=O)c2csnn2)cc1	?	/
O=Cc1c(NCCc2ccc(F)cc2)c2ccccc2[nH]c1=O	?	/
Cc1c(NC(=O)C(C)Sc2nc(N)cc(=O)[nH]2)c(=O)n(-c2ccccc2)n1C (configuration not stated)	4%	-9
C=CCNC(=S)/N=c1/ccccn1C	-5%	-1
CS(=O)(=O)Cc1ccc(C(=O)NC2CCSc3ccccc32)cc1 (configuration not stated)	i	-25
O=C(c1cnc(N2CCN(c3ncccn3)CC2)c2ccccc12)N1CCN(c2ccccn2)CC1	?	/
CO/N=C/CC(=O)c1ccc([N+](=O)[O-])c(CS(=O)(=O)c2ccc(Cl)cc2)c1	14%	-11
c1ccc(C2COC(c3cccs3)=N2)cc1 (configuration not stated)	10%	/
O=C(O)/C=C/C(=O)NNC(=O)c1cc(-c2ccccc2)n[nH]1	?	/
CCOc1ccc(-n2c(=O)c3sccc3n(CC(=O)NCC3CCCO3)c2=O)cc1 (configuration not stated)	?	/
CC1CCN(S(=O)(=O)c2ccccc2[N+](=O)[O-])CC1	?	/
CC1(C)C(=O)OC(c2ccco2)C(C)(C)C1=O (configuration not stated)	?	/
CC(C)CN(C(=O)c1cc(Cl)nc2ccccc12)C1CCS(=O)(=O)C1 (configuration not stated)	1%[0.0737 µM]	/
Cc1nc2ccc(Cl)cc2c(-c2ccccc2Cl)c1CC(=O)O	?	/
O=Nc1ccc(NOC(=O)c2ccccc2)cc1	0%	4
Cc1ccc(C(=O)OCC(=O)NNC(=O)c2ccccc2)c(O)c1	-24%	/
COc1ccc(C(=O)N2CCCN(C)CC2)cc1S(=O)(=O)N1CCCc2ccccc21	?	/
CCOc1ccc(OCC)c(NC(=O)C2CCN(S(=O)(=O)c3cccnc3)CC2)c1	?	/
CCCn1c(N)c(N(CCOC)C(=O)CCC2CCCCC2)c(=O)[nH]c1=O	-1%	-1
N/C(=N\OC(=O)c1cccc(Br)c1)c1ccc([N+](=O)[O-])cc1	?	/
O=C(O)c1c(F)c(F)c(F)c(F)c1-c1ccc(Cl)cc1	?	/
O=C(N/N=C/c1cc([N+](=O)[O-])ccc1O)C1CC1	-17%	14
Cn1c(CNC(=O)C2CCCCC2)cc2cc(Cl)ccc21	?	/
CN1CCN(Cc2cccc3ncccc23)CC1CCO (configuration not stated)	?	/

Profiles as entered above. Values in the order: Lipid storage S3, Lipid storage S3 cell count max
Cc1ccc(C(=O)OCC(=O)NNC(=O)c2ccccc2)c(O)c1 as listed: -24%, /
CN1CCN(Cc2cccc3ncccc23)CC1CCO (configuration not stated) as listed: ?, /

Exported comma-delimited: part of the list above
smiles,Lipid storage S3,Lipid storage S3 cell count max
Oc1ccc(-c2nnc(Nc3cccc(O)c3)c3ccccc23)cc1,-7%,-5
Cc1ccc2nc(SCC(=O)N3CC(C)OC(C)C3)nc(=O)n2c1 (configuration not stated),?,/
COc1ccccc1C(=O)NNC(=O)c1ccc(F)cc1,?,/
CCC(C(=O)Nc1cc(C)on1)c1ccccc1 (configuration not stated),?,/
Cc1nn2c(nc1=O)SCC(c1ccccc1)=N2,7%,4
NC(=O)CC(NC(=O)c1ccccc1)c1ccc(NCc2ccccn2)c([N+](=O)[O-])c1 (configuration not stated),?,/
Cc1ccc(/C=N\NC(=O)c2csnn2)cc1,?,/
O=Cc1c(NCCc2ccc(F)cc2)c2ccccc2[nH]c1=O,?,/
Cc1c(NC(=O)C(C)Sc2nc(N)cc(=O)[nH]2)c(=O)n(-c2ccccc2)n1C (configuration not stated),4%,-9
C=CCNC(=S)/N=c1/ccccn1C,-5%,-1
CS(=O)(=O)Cc1ccc(C(=O)NC2CCSc3ccccc32)cc1 (configuration not stated),i,-25
O=C(c1cnc(N2CCN(c3ncccn3)CC2)c2ccccc12)N1CCN(c2ccccn2)CC1,?,/
CO/N=C/CC(=O)c1ccc([N+](=O)[O-])c(CS(=O)(=O)c2ccc(Cl)cc2)c1,14%,-11
c1ccc(C2COC(c3cccs3)=N2)cc1 (configuration not stated),10%,/
O=C(O)/C=C/C(=O)NNC(=O)c1cc(-c2ccccc2)n[nH]1,?,/
CCOc1ccc(-n2c(=O)c3sccc3n(CC(=O)NCC3CCCO3)c2=O)cc1 (configuration not stated),?,/
CC1CCN(S(=O)(=O)c2ccccc2[N+](=O)[O-])CC1,?,/

The list goes on.
SMILES	Lipid storage S3	Lipid storage S3 cell count max
Cc1nnc(-c2cccc(Br)c2)c2cn(-c3ccccc3)nc12	?	/
CCC1=C(OC(=O)c2ccccc2)C(C)(C)C(c2ccccc2)OC1=O (configuration not stated)	?	/
COC(=O)CCC(=O)Nc1ccc(Cl)c(Cl)c1	?	/
CCC1=NN(C(=O)c2cccc(Br)c2)C(O)(c2ccc(Br)cc2)C1 (configuration not stated)	?	/
O=C(CNC(=O)c1ccccn1)N/N=C/c1ccc2c(c1)OCO2	6%	12
O=C(C1=NN[C@@H]2C(=O)N(c3cccc(C(F)(F)F)c3)C(=O)[C@H]12)c1ccc2ccccc2n1	17%	-1
CCOC(=O)N1CCN(C(=O)/C(=C/c2ccc(Cl)cc2)NC(=O)c2ccccc2)CC1	?	/
COc1ccc(C2SCCN2C(=S)Nc2cccc(C(F)(F)F)c2)cc1 (configuration not stated)	?	/
Cc1ccc(C(=O)Nc2ccncc2)c(C)c1	-14%	-14
Cn1c(SCC(=O)NC2CCCCC2)nnc1-c1ccccc1F	i	5
CCc1ccc(N(C(=O)c2csnn2)C(C(=O)NC(C)(C)CC)c2ccccn2)cc1 (configuration not stated)	?	/
Cc1nc2c(C(=O)NCc3cccs3)cnn2c(C)c1Cc1ccccc1	8%	-11
COc1ccccc1C(=O)N/C(=C/c1ccc(Br)cc1)C(=O)NCCO	1%	-17
CCCn1c(CCc2ccccc2)n[nH]c1=S	18%	14
Cc1ccccc1NC(=O)Cc1cccs1	18%	0
Cc1ccccc1Cn1cc(CCC(=O)N2CCOCC2)c2ccccc21	?	/
CC(=O)c1cccc(-n2nnnc2SCC(=O)NNC(=O)C2CCCCC2)c1	?	/
COc1ccc(C(C)=O)cc1CS(=O)(=O)CC(=O)NCCc1c[nH]c2ccccc12	?	/
O=c1[nH]c(-c2ccc(Cl)cc2)cs1	i	/
CC1(C)N=C(N)N=C(N)N1c1ccc(F)cc1F	11%	-4
CCN(CC)CCN(C(=O)c1ccc(N2C(=O)CCC2=O)cc1)c1nc2cc3c(cc2s1)OCCO3	3%	2
Cc1ccc(NC(=O)CCn2cccc2)cc1C	-7%	-14
CN(C(=O)c1ccccc1C(=O)OCC(=O)NCc1ccccc1)C1CCCCC1	-24%	-14
O=C(COCc1cc(-c2ccc3c(c2)OCO3)on1)Nc1cccnc1	?	/
CSc1nsc(SCC(=O)Nc2ccc(Br)cn2)n1	-9%	2
CC(C)/C=N\NC(=O)CCCCC(=O)N/N=C/C(C)C	18%	4
COc1cccc(/C=N/c2nc3ccccc3[nH]2)c1O	?	/
CC(=O)NC(CC(=O)OCC(=O)NCCc1ccccc1)c1ccccc1 (configuration not stated)	?	/
Cc1cccc(N(C)C(=O)c2cc(S(=O)(=O)N3CCCC3)cn2C)c1	?	/
COc1ccc(/C=C2/SC(=S)N(CCCC(=O)N3CCN(C)CC3)C2=O)cc1	8%	9
Cc1ccccc1NC(=O)Cc1nc(COC(=O)c2cccc(O)c2)cs1	?	/
CCCC(=O)Nc1ccc2nc(C)n(Cc3ccccc3Cl)c(=O)c2c1	6%	-4
CC(Oc1ccc(Cl)cc1)C(=O)Nc1sccc1C(N)=O (configuration not stated)	?	/
O=C(CN1CCOCCOCCOCC1)Nc1ccccc1	?	/
CC/C(=C1/C(=O)CC(C)(C)C(C(=O)OC)C1=O)N1CCCC1 (configuration not stated)	?	/
COc1cccc(-c2cc(=O)c3cc(NC(C)=O)ccc3[nH]2)c1	4%	6
CC1(C(=O)O)CCC(C(=O)Nc2ccccc2O)C1(C)C (configuration not stated)	?	/
CC(=O)Nc1ccc(S(=O)(=O)/N=C2/NC(=O)/C(=C\c3ccco3)S2)cc1	0%	6
CCOC(=O)/C(=C\C=C\c1ccccc1)NC(=O)c1ccccc1	-2%	-1
Cc1ccccc1OCC(=O)OC(C)C(=O)NC1CCCC1 (configuration not stated)	?	/
CC1c2ccccc2N(NC(=O)Cc2ccccc2)C1C (configuration not stated)	-11%	0
COc1ccc(NC(=O)N(C2CCCCC2)C(C)c2ccco2)c(OC)c1 (configuration not stated)	i	12
Cc1cccc(NC(=O)Cc2c(F)cccc2Cl)n1	?	/
CN1CCN(C(=S)c2ccc(-c3cccc(Cl)c3Cl)o2)CC1	?	/
COc1cccc(OC)c1C(=O)NCCOc1cc(C)cc(C)c1	-24%	-7
CCN(CC)c1nc2c(s1)C(=O)CC(C)(C)C2	-5%	4
CCOC(=O)N1CCN(Cc2nc(N)nc(Nc3ccc(OCC)cc3)n2)CC1	-6%	2
CC(C)CN(C(=O)CSc1nncn1C)C1CCS(=O)(=O)C1 (configuration not stated)	?	/
Fc1ccc(NCc2cn3ccccc3n2)cc1	5%	-8
O=C1OC(c2ccc(F)cc2)=N/C1=C\c1ccc(Br)o1	?	/

Next section
SMILES	Lipid storage S3	Lipid storage S3 cell count max
O=C(COc1ccc2oc3c(c2c1)CCCC3)Nc1ccccn1	?	/
Cc1c(Nc2nc(C(F)(F)F)nc3ccccc23)c(=O)n(-c2ccccc2)n1C	?	/
Nc1nc(Nc2cccc(C(F)(F)F)c2)nc(C(F)(F)F)n1	?	/
CCOC(=O)C1(Cc2ccccc2C(F)(F)F)CCN(C2CCC2)CC1	6%	18
O=[N+]([O-])c1ccc(N(CCO)Cc2ccccc2)c([N+](=O)[O-])c1	?	/
Cc1cc(OCC(=O)Nc2ccc(CCO)cc2)c2c(C)c(C)c(=O)oc2c1	?	/
CC(OC(=O)C1CC(=O)N(Cc2ccccc2)C1)C(=O)Nc1ccccc1[N+](=O)[O-] (configuration not stated)	22%	19
N#Cc1ccccc1Cn1c(=O)n(Cc2ccc(C(=O)NCc3ccco3)cc2)c(=O)c2ccccc21	?	/
COc1ccc(-n2nnnc2SCC(=O)NC2CCCC2)cc1OC	?	/
CCCc1nc2c(C)ccc(C)c2c(N)c1CC	i	/
O=C(CSc1nnc(-c2cnccn2)n1Cc1ccco1)c1ccc(Cl)cc1	?	/
COc1ccc(CC(=O)Nc2ccccc2Oc2ccccc2)cc1	i	9
Cc1ccccc1C(=O)c1cccn1CC(=O)NCc1ccc(F)cc1	-11%	-2
COc1ccc(C)cc1NS(=O)(=O)c1ccc(NS(=O)(=O)c2ccc(NC(C)=O)cc2)cc1	?	/
CCOc1ccccc1-c1cc(C(=O)N2CCOCC2)c2ccccc2n1	i	-8
COc1cc(NC(=O)c2c(F)cccc2F)c(Cl)cc1Cl	?	/
Cc1ccnc2c1NC(=O)c1cccnc1N2C1CC1	?	-5
